High-throughput results (PubChem)
Abeta rescue = restores growth of yeast expressing A-beta42 peptide | 0.063% of 410,000 active | Potency, µM (highest dose often 46.1 µM), for the others: top-dose growth rescue, usual class: activators | yeast expressing A-beta42, growth rescue, OD600, 48 h; response scale: 0% DMSO, 100% iron-clioquinol control; further: potency means the concentration at half of the fitted maximal effect; nearly all actives have a fitted effect of over 55% in size
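Yeast A-beta toxicity model in growth medium with pinned compounds, 48 h at 30 C; growth read as absorbance at 600 nm. Normalized to FeCl3/clioquinol equimolar mix (positive) and DMSO (negative).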
PTHR1 ag = agonists of human PTHR1 parathyroid hormone receptor | AID 743266 | Potency, µM (doses to about 115 µM), for inactives: at the highest dose activation, usual class: activators | HEK293 GP2 PTHR1 cells, GloSensor cAMP luminescence, 1 h | 0.075% of 410,000 active | Q03431; further: potency means the concentration at half of the fitted maximal effect; nearly all actives have a fitted effect of over 55% in size; some results filed as inactive show a strong effect at the top dose; inactives centre near -15; many of its hits are not listed in these tables
Target sequence (Q03431 whole entry, looked up): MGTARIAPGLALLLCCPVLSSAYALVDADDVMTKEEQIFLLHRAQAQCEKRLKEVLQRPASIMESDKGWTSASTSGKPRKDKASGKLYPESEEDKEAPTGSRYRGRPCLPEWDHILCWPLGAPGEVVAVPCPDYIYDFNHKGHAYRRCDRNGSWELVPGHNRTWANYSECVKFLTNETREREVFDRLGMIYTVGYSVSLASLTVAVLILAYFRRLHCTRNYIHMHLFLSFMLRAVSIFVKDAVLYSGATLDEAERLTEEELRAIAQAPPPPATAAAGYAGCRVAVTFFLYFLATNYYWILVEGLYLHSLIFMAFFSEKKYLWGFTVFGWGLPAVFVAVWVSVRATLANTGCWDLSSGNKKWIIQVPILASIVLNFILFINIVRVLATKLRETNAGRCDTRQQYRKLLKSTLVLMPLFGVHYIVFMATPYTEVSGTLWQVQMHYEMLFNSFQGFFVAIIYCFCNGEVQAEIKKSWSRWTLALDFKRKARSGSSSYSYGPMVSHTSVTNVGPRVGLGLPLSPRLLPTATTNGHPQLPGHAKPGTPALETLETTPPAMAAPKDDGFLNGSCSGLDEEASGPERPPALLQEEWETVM
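HEK-293-derived GP2 cells expressing PTHR1 and a GloSensor cAMP reporter, 3,000/well, plated overnight, given luciferin plus IBMX (each 0.5 mM as added) for 1 h at 37 °C, then compound for 1 h at 37 °C. Luminescence was read after 15 min at room temperature.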
FUS yeast rescue = rescues growth of FUS-expressing yeast | Potency, µM (highest dose often 76.6 µM), without a hit: at the highest dose growth rescue (activation), most hits filed as activators | AID 1347120 | S. cerevisiae FUS-expressing, growth rescue, OD600, 24 h | 0.24% of 390,000 active;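 further: potency means the concentration at half of the fitted maximal effect; plate controls were DMSO vehicle for no effect and reference control for full effect; nearly all actives have a fitted effect of over 55% in size; some results filed as inactive show a strong effect at the top dose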
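Steps: raffinose overnight preculture; dilution to OD 0.005 in 2% galactose minimal medium; compound addition (concentration series); 24hr at 30C, 99% humidity; absorbance read at 600 nm.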
GLP1R cytotox = cytotoxic in the GLP-1 receptor inverse agonist counter-screen; AID 624418; HEK293 cAMP-luciferase reporter cells, luminescence, 24 h; 0.13% of 410,000 active; Potency, µM (highest dose often 38.3 µM), inactives show at the top dose activity change, negative = inhibition, most hits filed as inhibitors;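 further: loss of luciferase light is scored as toxicity; potency means the concentration at half of the fitted maximal effect; on the % scale 0 is the no-effect control and ±100 the full control effect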
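Quantitative HTS format, 1536 wells, 200 cells/uL seeded. Compounds: 23 nL, 24 h, 37 °C. Detection: luciferase reagent, luminescence at 12 min RT; decreased signal taken as cytotoxic.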
pAkt inh = inhibitors of Akt phosphorylation. Neuro2A IGF-stimulated pAkt S473 HTRF, 20 min; hits give low values. activity change, % for hits at 50 µM. 0.32% of 360,000 active. AID 651550; in the data active means activity change below about -80%; inconclusive means mostly about -51% to -80%; further: on the % scale 0 is the no-effect control and ±100 the full control effect
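Neuro2A cells in DMEM with 0.5% FBS, overnight at 37 deg C, given compound at single 50 µM final, then IGF (6 nM final) for 20 min at 37 deg C. Lysed; phospho-Akt Ser473 by HTRF after 24 h, 665/615 ratio.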
GLP1R inv ag = inverse agonists of human GLP-1 receptor. HEK293 GLP-1R CRE-luciferase, luminescence, 24 h; GLP-1R form is constitutively active. 1.6% of 410,000 active. Potency, µM (top dose mostly 38.3 µM), for inactives: at the top dose activity change, negative = inhibition, actives largely listed as inhibitors. AID 624417. P43220; further: potency means the concentration at half of the fitted maximal effect; on the % scale 0 is the no-effect control and ±100 the full control effect; nearly all actives have a fitted effect of over 55% in size
Target sequence (P43220 whole entry, looked up): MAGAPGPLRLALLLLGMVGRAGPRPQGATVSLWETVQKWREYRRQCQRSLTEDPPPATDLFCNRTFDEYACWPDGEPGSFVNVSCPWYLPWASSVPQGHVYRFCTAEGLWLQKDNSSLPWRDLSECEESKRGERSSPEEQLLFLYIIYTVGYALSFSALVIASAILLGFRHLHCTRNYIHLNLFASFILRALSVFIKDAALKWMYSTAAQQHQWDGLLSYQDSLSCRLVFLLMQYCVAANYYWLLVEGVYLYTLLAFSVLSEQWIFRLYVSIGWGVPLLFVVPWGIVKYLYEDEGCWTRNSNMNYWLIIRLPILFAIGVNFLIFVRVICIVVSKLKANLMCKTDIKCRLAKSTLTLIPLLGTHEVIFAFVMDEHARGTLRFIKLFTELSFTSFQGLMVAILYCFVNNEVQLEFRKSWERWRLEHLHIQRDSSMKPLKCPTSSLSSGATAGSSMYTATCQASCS
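Stable HEK293 clone (constitutively active GLP-1R + cAMP-response luciferase); 200 cells/uL plated, 12 h pre-culture, compound 24 hr, 37 deg C/5% CO2; detection reagent 12 min RT; luminescence.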
TDP43 rescue = TDP-43 toxicity inhibition in yeast | 1.8% of 410,000 active | Potency, µM (titrated, usually from 46.1 µM), without a hit: at the top dose growth rescue (activation), usual class: activators | TDP-43 expressing yeast growth rescue, BacTiter-Glo, 24 h; further: potency means the concentration at half of the fitted maximal effect; % of control where 0% means no effect; nearly all actives have a fitted effect of over 50% in size
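Readout is BacTiter-Glo luminescence of cell growth, so inhibitors register as activators. TDP-43-expressing yeast at OD600=0.02 in galactose medium, after raffinose pregrowth to mid-log, were incubated with compound for 24 hr at 30 deg C.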
Mm-Cpn inhibitor = inhibitors of Methanococcus maripaludis chaperonin (MmCpn) | Potency, µM (top dose mostly 76.9 µM), for the others: at the top dose activity, negative = inhibition, actives largely listed as inhibitors | 0.031% of 330,000 active | purified Mm-Cpn ATPase, ADP Transcreener TR-FRET; further: potency means the concentration at half of the fitted maximal effect; on the % scale 0 is the no-effect control and ±100 the full control effect; nearly all actives have a fitted effect of over 80% in size
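ATPase read-out: TR-FRET ADP immunoassay (anti-ADP Eu cryptate vs ADP-d2), ex 320 nm, em 590/665 nm; signal drops as ADP forms. Enzyme 25 nM, ATP 10 uM, 30 min at 37°C after 10 min compound preincubation.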
aSyn yeast inh = inhibitors of alpha-synuclein toxicity in yeast | 0.14% of 370,000 active | AID 652106 | Potency, µM (top dose mostly 46.1 µM), for the others: top-dose growth rescue (activation), usual class: activators | Yeast expressing alpha-synuclein, growth rescue, BacTiter-Glo, 24 h; further: potency means the concentration at half of the fitted maximal effect; % of control where 0% means no effect; nearly all actives have a fitted effect of over 65% in size
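Readout is rescue of growth in alpha-synuclein-expressing yeast, so inhibitors of toxicity appear as activators. Growth after 24 hr at 30 deg C in galactose medium is quantified by luminescence.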
The depositor's hits bear a star; i = inactive; ? = inconclusive; / = not tested or not shown; [ ] = dose if it differs, or a comment. Unless noted, the call rests on the fitted dose curve; in most records, active means well fitted curve in the direction sought with a large enough effect; inconclusive means small, poorly fitted or top-dose-only effect, or another doubt; inactive means no such curve, though single readings can be large; an effect the other way counts as inactive or inconclusive. Not all compounds are listed. The share of hits here may be higher or lower than overall.

structure,GLP1R inv ag,TDP43 rescue,Mm-Cpn inhibitor,PTHR1 ag,Abeta rescue,GLP1R cytotox,aSyn yeast inh,FUS yeast rescue,pAkt inh
CCCC(=O)NC(=S)Nc1sc2c(c1C(N)=O)CCC2,9%,-6%,-1%,-43%[inhibitor],-4%,-13%,1%,29%,i
COc1ccc(C(=O)COC(=O)c2ccc3ccccc3n2)cc1,7%,-28%,-4%,i,0%,-11%,-6%,10%,i
NC1=NC2(CCCCC2)n2c(nc3ccccc32)N1,17%,19%,-1%,i,6%,-2%,-1%,5%,i
COc1ccc(C(=O)c2cnc[nH]2)cc1OC,91%[activator],-14%,-1%,?,-8%,6%,-6%,4%,i
O=C(CN(Cc1ccco1)Cc1cccs1)N1CCN(S(=O)(=O)c2cccc(F)c2)CC1,?,2%,-4%,-24%,3%,-1%,19%[1.84 µM],42%,i
Cc1cc(NC(=O)NC(C(F)(F)F)C(F)(F)F)no1,3%,17%,-2%,i,-1%,15%,-1%,-30%,i
CC1=C(C(=O)OCC2CCCO2)C(c2coc3ccccc3c2=O)C2=C(CCCC2=O)N1 (stereo not given),19%,9%,-1%,-14%,2%,-4%,-8%,-11%,i
COc1ccc(OC)c(NC2c3ccccc3C(=O)N2Cc2ccc3c(c2)OCO3)c1 (stereo not given),?,0%,1%,-44%[inhibitor],18%,4%,13%,39%,i
Cc1cc(NC(=O)CCC(=O)N(c2ccccc2)C(C(=O)NC2CCCC2)c2cccs2)no1 (stereo not given),-13%,-13%,3%,i,8%,-24%,1%,8%,i
CCOc1ccc(NC(=O)Cn2c(=O)cc(C)c3c(C)nn(-c4cccc(Cl)c4C)c32)cc1,3%,16%,/,-5%,-12%,6%,/,13%,/
CNC(=O)CC(=O)Nc1ccccc1C(=O)O,-2%,-3%,0%,i,12%,-12%,1%,-32%,i
CC1CCCCC12NC(=O)N(CC(=O)Nc1ccccc1F)C2=O (stereo not given),0%,-14%,1%,19%,-1%,9%,-5%,8%,i
CC(C)Oc1ccc(/C(O)=C2/C(=O)C(=O)N(CCN(C)C)C2c2ccco2)cc1 (stereo not given),-2%,?,-4%,-5%,14%,-12%,4%,10%,i
CCN(CC)S(=O)(=O)c1cccc(C(=O)Nc2cccnc2)c1,-18%,-15%,-1%,i,16%,-8%,10%,10%,i
COC(=O)c1c(-c2ccc(OC)cc2)oc2ccc(-c3ccc(OC)nc3)cc12,7%,-6%,-5%,?,-17%,-6%,2%,-24%,i
COc1cc(Br)c(CN2CCCN(C)CC2)cc1OC,?,7%,0%,i,-9%,3%,0%,-8%,i
COc1ccc(C)cc1NC(=O)COC(=O)Cc1ccc(-c2ccccc2)cc1,-6%,24%,-6%,i,-6%,8%,2%,11%,i
O=C(Cc1cccc2ccccc12)NN1C(=O)CSC1=S,0%[7.66 µM],10%[9.22 µM],0%,-23%,5%,-12%[7.66 µM],10%,25%,i
CC(C)(C)NC(=O)COC(=O)c1ccccc1Oc1ccccc1,?,-9%,0%,i,19%,-4%,15%,5%,i
c1coc(-c2nnc(-c3cccs3)o2)c1,3%,?,-3%,0%[57.5 µM],-2%,1%,4%,0%,i
Cc1c(C)c2c(cc(C)c3c(-c4ccccc4)coc32)oc1=O,-9%,6%,/,-1%,-2%,-11%,/,-18%,/
c1ccc(-c2[nH]ncc2CN2CCc3ccccc3C2)cc1,?,5%,-3%,-25%,2%,-19%,0%,1%,i
CCOc1cc(C#N)ccc1OCC(=O)N1CCN(C(=O)c2cccs2)CC1,17%,4%,1%,i,-12%,-1%,0%,5%,i
O=C1Nc2ccccc2Oc2cc(Oc3ccccc3)ccc21,29%,?,1%,-6%,7%,0%,1%,-1%,/
CCCCN(C)C(=O)c1c[nH]c2ccc(S(=O)(=O)N3CCOCC3)cc2c1=O,-9%,29%,0%,-21%,-5%,-12%,-1%,-17%,i
O=C(CN(C(=O)CSc1nnc(COc2ccccc2)o1)c1ccc(F)cc1)NC1CCCCC1,?,-3%,0%,-20%[57.5 µM],10%,-15%,1%,-7%,i
COc1cc2cccc(OC)c(=O)c2c(OC)c1OC,22%,27%,1%,-7%,-6%,-20%,-3%,-15%,i
Cc1cc(OC(C)C(=O)NCC2CCCO2)cc(C)c1Cl (stereo not given),?,0%,-5%,-9%,17%,-3%,0%,-9%,i
Cc1c(C(=O)N(Cc2cccs2)C2CCS(=O)(=O)C2)oc2ccccc12 (stereo not given),-2%,15%,1%,i,9%,-9%,3%,29%,i
CCOCCCN(C)C1CCN(C(=O)c2oc3ccccc3c2NC(=O)c2cccc([N+](=O)[O-])c2)CC1,?,-2%,1%,-7%,0%,-26%,-5%,0%,i
COc1ccc(CC(=O)Nc2cccc(-c3nnc(-c4ccco4)o3)c2)cc1,-26%,0%,-2%,-2%,9%,2%,-11%,27%,i
CC1=C(C)CC(C(=O)NNC(=O)c2ccccc2O)C(C(=O)O)C1 (stereo not given),1%,4%,1%,i,-16%,5%,0%,0%,i
CCOc1ccc(C(=O)NCC(=O)NNC(=O)CN(C)S(=O)(=O)c2ccc(Cl)cc2)cc1,-27%,19%,0%,-9%,4%,-2%,5%,18%,i
CCc1ccc(Sc2cc(C(=O)NCCCN3CCCC(C)C3)c3ccccc3n2)cc1 (stereo not given),-9%,19%,/,i,8%,-12%,7%,17%,/
CCOC(=O)CCC(=O)Nc1ccc([N+](=O)[O-])cc1C,1%,-17%,-2%,i,8%,-2%,-1%,11%,i
COc1cccc(C(=O)NCc2ccco2)c1OC,10%,14%,2%,-6%,-8%,1%,3%,-13%,i
CCOC(=O)/C(C#N)=C/c1c(OCC)n(CC)c2ccccc12,?,13µM*,-2%,-28%,-13%,?,9%,/,i
COc1cccc(C(=O)Nc2cccc(C(=O)OCc3cc(=O)n4c5c(sc4n3)CCCC5)c2)c1,7%,21%,/,i,-16%,1%,/,0%,/
O=c1c(/C=N/Nc2ccccc2)c(Sc2nnnn2-c2ccccc2)nc2ccccn12,3%,13%,0%,i,3%,2%,2%,5%,i
O=C(O)c1csc(-c2cccc(Cl)c2)n1,5%,22%,-5%,-14%,9%,4%,0%,3%,i
CC(=O)Cc1nsc(Nc2ccccc2)n1,8%,5%,0%,i,-8%,13%,-3%,9%,i
CCOC(=O)c1cccc(NC(=O)C2CCCO2)c1 (stereo not given),16%,18%,2%,-29%[57.5 µM],6%,-1%,0%,-14%,i
O=C(CN1CCN(c2ncccn2)CC1)NCc1ccccc1,0%,5%,-1%,i,4%,-6%,-7%,-15%,/
O=C(Cn1c(=O)n(-c2ccccc2Cl)c(=O)c2sc3ccccc3c21)NC1CCCCC1,1%,-7%,/,-6%,-9%,-16%,/,-20%,/
Cc1ccc(-c2nnc(NCc3nc4ccccc4[nH]3)c3ccccc23)cc1S(=O)(=O)N(C)C,-7%,15%,?,i,5%,6%,-9%,/,i
CCN(CC)S(=O)(=O)c1ccc(N/N=C/c2ccc(O)cc2O)nc1,12%,1%,3%,-9%,-19%,-27%,-6%,4%,i
COC(=O)CN1C(=O)N/C(=C/c2ccccc2OC)C1=O,3%,-13%,2%,-5%,-12%,-2%,3%,-11%,i
Cc1ccc(NC(=O)Cn2c(=O)n(Cc3ccco3)c(=O)c3ccccc32)cc1,-1%,23%,/,-1%,-1%,2%,/,11%,/
COc1cc(-n2cnnn2)ccc1S(=O)(=O)N1CCOCC1,-11%,-10%,-1%,-19%,4%,-7%,/,5%,/
Cc1cccc2sc(NC(=O)C3c4ccccc4Oc4ccccc43)nc12,-8%,?,-7%,-22%[57.5 µM],?,-7%,-18%,-1%,i
COCCSc1nc(N)c(NC(=O)c2ccc(OC)cc2)c(=O)[nH]1,-5%,4%,0%,i,-6%,-13%,0%,-20%,i
CCOC(=O)c1cc(NC(=O)c2cccnc2)ccc1N1CCOCC1,7%,13%,1%,i,-13%,-1%,2%,3%,i
CCN(CC(=O)NC1CCCC1)S(=O)(=O)c1ccc(Br)cc1,-28%,-14%,1%,i,-12%,3%,-1%,/,i
COc1ccc(-n2nc3c(c2NC(=O)CCCCl)CSC3)cc1,1%,16%,0%,i,4%,0%,3%,-6%,i
O=C(NC1CCCCCC1)c1ccc2c(c1)sc1nc(-c3ccccc3)cn12,7%,11%,/,i,7%,3%,/,18%,/
CSCCC(NC(=O)OC(C)(C)C)C(=O)NC(CC(C)C)C(N)=O (stereo not given),3%,10%,0%,i,21%,7%,7%,5%,i
O=C(Nc1ccc(CSc2ccccc2)cc1)c1ccco1,5%,19%,2%,-15%,5%,7%,1%,21%,i
CCc1cccc(-n2c(C)nc3c(cnn3-c3ccc(C)c(C)c3)c2=O)c1,?,?,/,-20%,27%,2%,/,11%,/
Brc1ccc(-c2noc(C3CCCCC3)n2)cc1,42%[activator],-1%,0%,-29%,-11%,11%,-10%,0%,i
Cc1cc(C)cc(OCC(=O)NN2Cc3ccccc3C2=N)c1,-23%,-17%,2%,i,-2%,-3%,-3%,11%,i
